NSD2 inh = NSD2 (human) methyltransferase inhibition; O96028; NSD2 peptide methylation, AlphaScreen, 120 min; inhibition, % at 12.5 µM; hit rate 0.54% among 310,000; in the data active means inhibition above about 50%
Target sequence (O96028 whole entry, looked up): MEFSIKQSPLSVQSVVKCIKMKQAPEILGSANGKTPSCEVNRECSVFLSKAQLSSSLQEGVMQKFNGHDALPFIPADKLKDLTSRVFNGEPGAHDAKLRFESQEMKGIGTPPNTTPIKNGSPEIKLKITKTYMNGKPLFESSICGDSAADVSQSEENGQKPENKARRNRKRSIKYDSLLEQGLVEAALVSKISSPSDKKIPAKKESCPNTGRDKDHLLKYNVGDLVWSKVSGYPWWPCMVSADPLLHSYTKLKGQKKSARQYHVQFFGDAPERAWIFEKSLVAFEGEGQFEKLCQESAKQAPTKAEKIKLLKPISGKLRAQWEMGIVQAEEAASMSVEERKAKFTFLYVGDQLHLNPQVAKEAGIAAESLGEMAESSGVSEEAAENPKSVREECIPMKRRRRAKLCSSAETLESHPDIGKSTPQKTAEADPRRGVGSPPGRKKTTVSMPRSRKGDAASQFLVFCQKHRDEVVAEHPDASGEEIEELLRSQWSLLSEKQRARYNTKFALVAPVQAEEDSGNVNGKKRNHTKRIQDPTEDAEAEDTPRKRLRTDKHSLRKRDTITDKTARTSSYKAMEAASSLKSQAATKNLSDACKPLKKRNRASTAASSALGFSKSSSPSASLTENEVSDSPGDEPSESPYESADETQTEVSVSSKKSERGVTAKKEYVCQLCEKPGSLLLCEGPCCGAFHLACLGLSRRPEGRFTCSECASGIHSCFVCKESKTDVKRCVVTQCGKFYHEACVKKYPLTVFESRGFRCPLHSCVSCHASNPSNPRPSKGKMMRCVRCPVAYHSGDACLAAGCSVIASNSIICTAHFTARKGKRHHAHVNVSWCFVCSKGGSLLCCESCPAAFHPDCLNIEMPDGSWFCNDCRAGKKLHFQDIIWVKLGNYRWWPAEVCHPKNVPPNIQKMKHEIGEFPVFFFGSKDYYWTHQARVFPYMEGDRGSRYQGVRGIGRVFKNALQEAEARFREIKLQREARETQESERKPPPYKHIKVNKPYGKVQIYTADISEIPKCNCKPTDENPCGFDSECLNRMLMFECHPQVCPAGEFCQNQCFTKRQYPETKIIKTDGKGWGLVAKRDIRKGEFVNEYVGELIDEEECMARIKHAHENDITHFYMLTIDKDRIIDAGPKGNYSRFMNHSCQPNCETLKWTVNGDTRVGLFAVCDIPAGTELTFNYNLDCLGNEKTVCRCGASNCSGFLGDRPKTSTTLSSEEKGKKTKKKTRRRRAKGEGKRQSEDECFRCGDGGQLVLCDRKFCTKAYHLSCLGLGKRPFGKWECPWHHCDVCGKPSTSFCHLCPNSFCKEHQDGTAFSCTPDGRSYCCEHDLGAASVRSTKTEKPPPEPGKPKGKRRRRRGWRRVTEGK
Starred values were filed as active, the others as inactive. This is a subset; count on the stated rates, not on these rows.

SMILES	NSD2 inh
COc1cc(F)ccc1-c1cc(C(=O)NCc2ccc(F)cc2)[nH]n1	-2.3
COC(=O)[C@]12CCCCC=C1N(Cc1ccc3c(c1)OCO3)C(=O)[C@H](CC(=O)NCc1cccs1)C2	-0.6
CN(C)Cc1csc(NC(=O)Nc2cccc(Cl)c2)n1	74.3*
COC(=O)c1sc(NC(=S)NC(=O)c2ccc(F)cc2)nc1C	-0.3
O=C(Cn1c(=S)[nH]c2ncccc2c1=O)NCCc1ccccc1	-4.0
CCCS(=O)(=O)NC(=O)C1(C)CCCN(C(=O)c2c(-c3ccccc3)noc2C)C1 (stereo unspecified)	-3.1
Cc1cc(F)ccc1-c1cc(C(=O)NCc2cccs2)[nH]n1	-4.0
COc1cc(CNc2ncnc3c2ncn3[C@H]2CN(Cc3cccc4ccccc34)C[C@@H](CO)O2)cc(OC)c1OC	1.1
CN(C)c1cccc(CNC(=O)c2csc([C@@H]3O[C@H](CO)[C@H](O)[C@H](O)[C@H]3O)n2)c1	-1.0
COc1ccc(S(=O)(=O)NC(=O)C2(C)CCN2C(=O)Cc2cccc3ccccc23)cc1 (stereo unspecified)	-3.3
CC1(C(=O)NS(=O)(=O)c2ccccc2Cl)CCN1C(=O)C1(c2ccccc2)CC1 (stereo unspecified)	0.8
CCCCN(C)C(=O)c1ccc(Nc2nc(C(N)CCc3ccccc3)cs2)nc1 (stereo unspecified)	0.0
O=CNc1cc(-c2ccc(C(=O)NC3CC3)cc2)cn2c(-c3ccccc3)cnc12	0.7
OC1CCC(Nc2ccn3nc(-c4cccc(OCc5ccccc5)c4)cc3n2)CC1 (stereo unspecified)	-2.7
CCc1nc2c(OCCC3CCCCC3)cccn2c1N(C)C(=O)C(C)C	-8.5
COc1cc(Cn2c3ccc(NC(=S)NCc4ccc(C)cc4)cc3c(=O)n2C)ccc1F	-1.4
Cn1c(=O)c2cc(NC(=O)NCc3ccccc3)ccc2n1C/C=C/c1ccccc1	0.0
CCN(CC)C(=O)CSc1nnc(COc2cccc(C)c2)n1C	9.4
CC(O)(c1cccc(F)c1)c1nc(-c2cc(F)cc(F)c2)cs1 (stereo unspecified)	-6.2
Oc1c(C=NCc2ccc(F)cc2)[nH]c2ccc(Br)c(Cl)c12	30.3
Cc1nc2c(OCc3cccc(Cl)c3)cccn2c1N(C)Cc1cccs1	4.2
COc1cc(C(O)c2nc(-c3ccc(C)c(C)c3)cs2)ccc1F (stereo unspecified)	3.2
O=C(CSc1nnc(-c2ccccc2)n1-c1ccc(Cl)cc1)Nc1cccc2ccccc12	-1.4
COc1cc(C=NN2CCN(C(c3ccccc3)c3ccccc3)CC2)cc(OC)c1OC(C)=O	5.4
CC(=O)NC(c1cccc(F)c1)c1nc(-c2ccccc2C)cs1 (stereo unspecified)	13.2

Ordered by the number under NSD2 inh (smallest number first): 4 of the compounds above
Molecule | NSD2 inh
Cc1cc(F)ccc1-c1cc(C(=O)NCc2cccs2)[nH]n1 | -4.0
COc1cc(F)ccc1-c1cc(C(=O)NCc2ccc(F)cc2)[nH]n1 | -2.3
COC(=O)c1sc(NC(=S)NC(=O)c2ccc(F)cc2)nc1C | -0.3
CCCCN(C)C(=O)c1ccc(Nc2nc(C(N)CCc3ccccc3)cs2)nc1 (stereo unspecified) | 0.0

Returning to the listing, repeating the 5 entries before the break.
SMILES	NSD2 inh
Cc1nc2c(OCc3cccc(Cl)c3)cccn2c1N(C)Cc1cccs1	4.2
COc1cc(C(O)c2nc(-c3ccc(C)c(C)c3)cs2)ccc1F (stereo unspecified)	3.2
O=C(CSc1nnc(-c2ccccc2)n1-c1ccc(Cl)cc1)Nc1cccc2ccccc12	-1.4
COc1cc(C=NN2CCN(C(c3ccccc3)c3ccccc3)CC2)cc(OC)c1OC(C)=O	5.4
CC(=O)NC(c1cccc(F)c1)c1nc(-c2ccccc2C)cs1 (stereo unspecified)	13.2
CC(CC(=O)Nc1ccc2c(c1)c(=O)n(C)n2-c1cccs1)c1ccccc1 (stereo unspecified)	-3.6
COc1ccccc1N1CCN(S(=O)(=O)c2ccc3c4c(cccc24)C(=O)N3C)CC1	1.8
Cc1ccc(NC(=O)c2cc(C)nn2-c2ccccc2)c(C)c1	-1.5
COCCNC(=O)C1(C)CCCN(C(=O)c2cccc(C(F)(F)F)c2)C1 (stereo unspecified)	-2.4
COCCNC(=O)C1(C)CCCN(Cc2cn(C)c3ccccc23)C1 (stereo unspecified)	0.4
O=C(CSc1nnc(-c2cccnc2)n1-c1ccc(Cl)cc1)Nc1ccccc1-c1ccccc1	0.3
COc1ccc(CN2C[C@@H](CO)O[C@@H](n3cnc4c(N(C)C)ncnc43)C2)cc1	-5.8
Cc1ccc(S(=O)(=O)NCC(=O)OCN2C(=O)c3ccccc3C2=O)cc1	0.1
COc1ccc(N(C)S(=O)(=O)c2cccc(C(=O)Nc3ccc(OC)nc3)c2)cc1	15.1
CCOC(=O)Cc1nc(N2CCCN(C(C)=O)CC2)c2c(C)c(C(=O)OCC)sc2n1	-1.6
COc1ccc(CNC(=O)Cn2ncn3cccc3c2=O)cc1	-0.4
O=C(Nc1nnc([C@@H]2C[C@H](O)[C@@H](CO)O2)s1)c1cccc(OC(F)(F)F)c1	-2.6
CCOCCC(=O)Nc1ccc2c(c1)c(=O)n(C)n2C/C=C/c1ccccc1	-8.6
COc1cc(Cl)ccc1OC1(C)CCN(Cc2ccc3ccccc3c2)C1 (stereo unspecified)	1.9
O=C(Nc1ccccc1Cl)c1cc(C2CCCN(C(=O)CCCc3ccccc3)C2)on1 (stereo unspecified)	14.9
CC1(C)Oc2ccc(C(=O)NC3CCCC3)cc2NC1=O	0.0
COc1cccc(CNC(=S)Nc2ccc3c(c2)c(=O)n(C)n3Cc2csc(C)n2)c1	-2.5
CCc1nc2c(OCc3ccc(C(=O)OC)cc3)cccn2c1N(C)C(=O)c1ccc(OC)cc1	-4.2
Cc1nn2c(-c3cccc(NC(=O)CN4CCOCC4)c3)nnc2c2ccccc12	-18.8
O=[N+]([O-])c1ncccc1OCCOc1ccc(Cl)cc1Cl	-2.1
Cc1ccccc1S(=O)(=O)NC(=O)C1(C)CCN1C(=O)Cc1cccs1 (stereo unspecified)	-6.0
Cc1ccc(NC(=O)C2(C)CCN2Cc2csc3ccccc23)cc1 (stereo unspecified)	-3.3
N#Cc1ccc(Cn2nnc(-c3ccc(N4CCOCC4)cc3)n2)cc1	-3.8
O=C(Nc1cccc(C(F)(F)F)c1)c1csc([C@@H]2C[C@H](O)[C@@H](CO)O2)n1	-1.1
O=C(Nc1cccc(Cl)c1)c1csc([C@@H]2C[C@H](O)[C@@H](CO)O2)n1	1.5

Structures listed so far that contain two or more sulfur atoms, in the order listed:
SMILES	NSD2 inh
COC(=O)c1sc(NC(=S)NC(=O)c2ccc(F)cc2)nc1C	-0.3
COc1cccc(CNC(=S)Nc2ccc3c(c2)c(=O)n(C)n3Cc2csc(C)n2)c1	-2.5
Cc1ccccc1S(=O)(=O)NC(=O)C1(C)CCN1C(=O)Cc1cccs1 (stereo unspecified)	-6.0

The list continues:
SMILES	NSD2 inh
COc1ccc(C2C3=C(CC(C)(C)CC3=O)Oc3ncn4nc(-c5cccnc5)nc4c32)cc1OC (stereo unspecified)	0.6
Cc1ccc2nc(NC3=NC(CC(=O)O)C(=O)N3)nc(C)c2c1 (stereo unspecified)	-1.3
Cn1c(=O)c2cc(S(=O)(=O)N3CCN(CCO)CC3)ccc2n(C)c1=O	2.9
COC(=O)[C@@]12C[C@@H](CC(=O)NCCc3ccccc3OC)C(=O)N(Cc3cccc4ccccc34)C1=CCC(C)(C)C2	16.5
NC(c1csc(Nc2ncccn2)n1)C1CCCCC1 (stereo unspecified)	24.0
COc1ccc(C(O)c2nc(-c3ccc(F)cc3OC)cs2)cc1 (stereo unspecified)	2.6
CCCC(=O)N1CCC1(C)C(=O)NS(=O)(=O)c1cccc(C)c1 (stereo unspecified)	13.6
Cc1ccccc1-c1nc(NCCN(C)C)nc2ccsc12	15.8
COc1ccc(-c2coc3c(C(=O)NCCN(C)C)cccc23)c(C)c1	4.9
c1nc(N2CCOCC2)c2sc3nc(N4CCOCC4)c4c(c3c2n1)CCCC4	-1.2
CCc1nc2c(OCC(=O)c3ccc(Cl)cc3Cl)cccn2c1N(C=O)Cc1ccc(OC)cc1	-0.7
CCCNC(=O)C1(C)CCCN(CCOc2ccccc2)C1 (stereo unspecified)	-1.2
CCCC(=O)N1CCC1(C)C(=O)NS(=O)(=O)c1cccs1 (stereo unspecified)	-1.5
Cc1ccnc(NC(=S)N2CC3CN(c4cccc(C(F)(F)F)c4)CC3C2)c1 (stereo unspecified)	-3.0
NC(=O)c1cccc(-c2coc3c(C(=O)NC4CCCCC4)cccc23)c1	0.1
CN1CCN(c2ncnc3c2ncn3[C@H]2CN(Cc3ccncc3)C[C@@H](CO)O2)CC1	2.2
Cc1cccnc1C(NC(=O)C1CCN(CCCOc2ccc(F)cc2)CC1)c1ccccc1 (stereo unspecified)	9.5
CCc1nc2ccc(C(=O)NCCCn3ccnc3)cn2c1N(C)C(=O)c1cccc(OC)c1	1.1
Cc1ccc(-n2c(Cc3cccs3)nnc2SCC(=O)Nc2ccccc2-c2ccccc2)cc1	0.8
Cc1ccc(NC(=O)C2(C)CCN2C(=O)C2(c3ccc(Cl)cc3)CC2)cc1 (stereo unspecified)	-3.0
CC(C)CCNC(=O)c1ccc(Cl)c(N)c1	-8.5
COc1cccc(C(O)c2nc(-c3cccc(C(=O)O)c3)cs2)c1 (stereo unspecified)	-1.1
COc1ccccc1-c1cnc(C(O)c2ccc(F)c(C)c2)[nH]1 (stereo unspecified)	1.9
c1cc(-c2cnc3cccnn23)c2cccnc2c1	2.7
c1ccc(COc2ccc(-c3cc4nc(NCCN5CCOCC5)ccn4n3)cc2)cc1	-0.7
(more compounds)
SMILES	NSD2 inh
NC(c1ccccc1)c1csc(Nc2ccc(C(=O)NCCCO)cn2)n1 (stereo unspecified)	-4.3
N#Cc1nc(-c2ccc(OCc3ccccc3)cc2)oc1NCCN1CCOCC1	-0.6
COc1cccc(C(C)(O)c2nc(-c3cccc4cccnc34)cs2)c1 (stereo unspecified)	-1.9
Cn1c(NCc2ccncc2)nc2cc(-c3ccsc3)sc2c1=O	-2.1
CC1(C(=O)O)CCCN1C(=O)c1cccc2ccccc12 (stereo unspecified)	-12.6
COc1ccc(CCNC(=O)Nc2ccc3c(c2)c(=O)n(C)n3C)cc1OC	44.0
Cc1ccccc1-c1cnc(C(O)c2cc(Cl)cc(Cl)c2)[nH]1 (stereo unspecified)	2.7
O=C(NCCc1ccccc1)c1ccc(Sc2ccccc2Cl)c([N+](=O)[O-])c1	-0.3
CCCNC(=O)C1(C)CCN(C(=O)c2cccc(OC(F)(F)F)c2)C1 (stereo unspecified)	-0.8
O=C(Nc1ccc(Cl)cc1)c1csc(COCCO)n1	-4.8
CCC(=O)N1CCC1(C)C(=O)Nc1ccc(C)c(C)c1 (stereo unspecified)	-1.6
N#Cc1cccnc1N1CCN(C(C(=O)NC2CCCC2)c2ccc(F)cc2)CC1 (stereo unspecified)	-2.8
CNc1ncnc2c1ncn2[C@H]1CN(Cc2ccc(F)cc2)C[C@@H](CO)O1	-1.1
COc1cccc(-c2cc3nc(NCc4ccccc4OC)n(C)c(=O)c3s2)c1	-2.6
O=C(OCc1cccc([N+](=O)[O-])c1)c1cc(=O)[nH]c2ccccc12	-1.4
O=C(Nc1cc(F)cc(F)c1)OC1CCC12CCC(c1ccccc1)CC2 (stereo unspecified)	-4.2
Cc1ccc(F)cc1C(=O)N1CCCCC1c1cc(C(=O)NCc2ccccc2)no1 (stereo unspecified)	-27.0
O=C(NCCNC(=O)c1cc(OCC(F)(F)F)ccc1OCC(F)(F)F)Nc1ccc(Cl)cc1	37.8
CCCN1CCCCC(NC(=O)c2ccc(Cl)cc2Cl)C1=O (stereo unspecified)	-0.5
O=C(CSc1nnc(-c2ccc(Cl)cc2)n1C1CCCCC1)NN=Cc1c(O)ccc2ccccc12	-2.2
COc1cccc(CNC(=O)C2C3C=CC4(CN(Cc5ccccc5)C(=O)C24)O3)c1OC (stereo unspecified)	1.7
COc1ccc(CN2C(=O)C(CC(=O)NCCCN(C)C)CC(C(=O)N3CCCCCC3)=C2C)cc1 (stereo unspecified)	1.9
O=C(CCCn1c(=O)c2ccccc2n(Cc2cccc(F)c2)c1=O)NC1CCN(Cc2ccccc2)CC1	1.1
CC(C)COC(=O)N1CCCCC1c1cc(C(=O)NCc2ccc(F)cc2)no1 (stereo unspecified)	-2.4
COc1ccc(-c2nnc(SCC(=O)NN=C/C=C\c3ccco3)n2-c2ccc(OC)cc2)cc1	3.0
Continuation:
SMILES	NSD2 inh
CCOC(=O)c1c(Nc2ccc(OC)cc2)n[nH]c1C	2.1
CC(C)CC(N)c1csc(NC(=O)NCCc2ccccc2)n1 (stereo unspecified)	0.4
CCOc1ccccc1C(=O)Nc1cc(C(=O)NCC(C)C)ccc1Cl	-5.2
CCOC(=O)c1sc(Nc2cccc(C)c2C)nc1C	2.4
COc1cc(NC(=O)C2CCCN(S(=O)(=O)c3cccc4cccnc34)C2)cc(OC)c1 (stereo unspecified)	0.2
C=CCn1c(-c2ccc(Cl)cc2Cl)csc1=Nc1ccc(NC(C)=O)cc1	7.3
CCNC(=O)C1CCCN(C(=O)c2ccccc2)CC1 (stereo unspecified)	-4.6
O=C(Nc1ccc(F)c(Cl)c1)Nc1nnc([C@H]2C[C@H](O)[C@@H](CO)O2)s1	-3.0
CC1(C(=O)NS(=O)(=O)c2cccs2)CCN1C(=O)CC1CC1 (stereo unspecified)	16.8
CCCNC(=O)C1(C)CCCN(C(=O)c2ccccc2OC(F)(F)F)C1 (stereo unspecified)	1.9
COc1ccc(CC(N)c2csc(Nc3nccc(C(F)(F)F)n3)n2)cc1 (stereo unspecified)	6.7
O=C1C(=O)N(CCCN2CCOCC2)C(c2cccs2)/C1=C(/O)c1ccc2c(c1)OCO2 (stereo unspecified)	4.8
COCCNC(=O)C1(C)CCCN(C(=O)c2c(F)ccc(C)c2F)C1 (stereo unspecified)	0.0
COc1ccc(CN2C[C@@H](CO)O[C@@H](n3cnc4c(NC5CC5)ncnc43)C2)cc1	-1.7
CC1(C(=O)NCc2ccc3c(c2)OCO3)CCN1CCc1ccccc1 (stereo unspecified)	0.0
CC1(C(=O)NCCc2ccccc2)Cc2c(-c3cccc(C(F)(F)F)c3)ccnc2O1 (stereo unspecified)	-4.7
COc1ccc(OC)c2c1C(=O)c1ccccc1C2=O	-2.4
c1ccc(Oc2ccccc2-c2cc(NCCc3cccnc3)n3nccc3n2)cc1	-5.7
FC(F)C(F)(F)Oc1cccc(Nc2nccn3c(-c4cccc5cccnc45)cnc23)c1	-1.4
